# Assay outcomes as filed in PubChem BioAssay.
# S3 lipid droplet: qHTS Assay for Lipid Storage Modulators in Drosophila S3 Cells. Drosophila S3 cells, BODIPY lipid droplet fluorescence, 18-24 h; cells fed with added oleic acid. lipid storage change, negative = inhibition, % at the top dose, mostly 46.1 µM; hits show Potency in µM. actives 0.64% (n = 320,000); active = well fitted inhibition curve with a large enough effect in the signal ratio, with a control signal flat, not every such curve was filed as active; inconclusive = small, poorly fitted or top-dose-only effect, or effect the other way, or a change in a side signal; the % refers to the signal ratio
#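 Drosophila S3 cells loaded with oleic acid (400 uM, as added) and compounds at several concentrations; lipid droplets imaged by 488-nm laser-scanning cytometry, 500–530 nm intensity and object ratio to cell channel. Percent activity normalized to 20 uM Triacsin C.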
# S3 lipid droplet cell count max: further read-out of S3 lipid droplet, marked with its call; cell number change, %; measured here: cell count max response;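 cells counted by Cell Tracker Red CMTPX staining in the red channel; peak over a dose series mostly up to 46.1 µM; percent activity relative to internal control wells on each plate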
# * marks the source's active call; other numbers are inactive results; i = inactive; ? = inconclusive; · = not tested or not shown; [ ] = remark or other dose. % is set by controls: 0 for no effect and ±100 for the full control effect; potency is the fitted concentration of half-maximal effect. The list is partial; count on the stated rates, not on these rows.
SMILES,S3 lipid droplet,S3 lipid droplet cell count max
O=C1NNC(c2ccccc2)=N/C1=C\c1ccccc1,-1%,20
O=C(NNS(=O)(=O)c1ccccc1C(F)(F)F)c1cc2ncc(C(F)(F)F)cc2s1,9%,-3
COc1ccccc1NC(=O)CCC(=O)OCc1cccc([N+](=O)[O-])c1,?,·
O=C(NC1CCCCC1)NC1CCN(S(=O)(=O)Cc2ccccc2)CC1,i,·
CC(c1ccco1)N(C(=O)c1ccc(Cl)s1)c1ccccn1 (stereo not given),?,·
N#Cc1ccccc1OCC(=O)NNC(=O)c1ccncc1,?,·
COc1ccc(OCCC(=O)OCC(=O)Nc2ccc(S(=O)(=O)N3CCOCC3)cc2)cc1,-12%,-19
O=C(OC(C(=O)NC1CCCC1)c1cccnc1)C1=Cc2ccccc2OC1 (stereo not given),-9%,-1
CCC(=O)NCCNc1nc2cc(C)cc(C)c2cc1C#N,9%,-7
O=C(NC1CCCCC1)C(c1ccc(Cl)cc1)N(C(=O)c1cnccn1)c1ccc2c(c1)OCO2 (stereo not given),?,·
Nc1ccc(O)c([N+](=O)[O-])c1,?,·
O=C(OCCc1cc2ccccc2c(=O)o1)N1CCOCC1,?,·
CCOC(=O)N1CCN(C(=O)CS(=O)(=O)Cc2nc(-c3ccccc3C)oc2C)CC1,7%,5
NS(=O)(=O)c1ccc(NC(=O)CCC(=O)c2cccs2)cc1,-9%,-9
Cc1cc(C)n2cc(CSCc3ccccc3)nc2n1,-4%,-1
OC[C@H]1O[C@@H](Oc2ccc3cc(Br)ccc3c2)[C@H](O)[C@@H](O)[C@H]1O,?,·
O=C(Cn1ccc([N+](=O)[O-])n1)NCc1cccnc1,?,·
O=C(N/N=C/c1cc(Br)cc(Br)c1O)c1cccc(N2CCCC2=O)c1,-7%,-4
CCN(CC(=O)NCc1ccc(Cl)cc1)C(=O)CCC(=O)c1ccc(C)cc1,?,·
COc1ccccc1OCCOc1ccc(/C=C2\C(=N)N3N=C(S(C)(=O)=O)SC3=NC2=O)cc1,?,·
Cc1nc2ccccc2c2oc(C(=O)NCCN3CCN(C)CC3)cc12,-11%[9.22 µM],0
COc1ccc(-c2noc(CCCc3ccccc3)n2)cc1OC,?,·
CCC(C)(C)N1CC(=O)N(Cc2ccccc2)C(c2ccc(OC)cc2)C1=O (stereo not given),?,·
CCOC(=O)Cc1csc(NC(=S)NC(=O)CC(C)C)n1,?,·
CCN(C(=O)COC(=O)CCC(=O)c1cccs1)c1c(N)n(Cc2ccccc2)c(=O)[nH]c1=O,?,·
Cc1ccc2nnc(Cl)n2n1,11%,·
O=C(Cn1cnc([N+](=O)[O-])n1)NC1CC1,-2%,10
Cc1ccc(/C(O)=C2\C(=O)C(=O)N(CCc3c[nH]c4ccccc34)C2c2cccnc2)cc1 (stereo not given),?,·
Cc1[nH]c2ccc(C(C)C)cc2c1CC(=O)O,?,·
COc1ccc(NC(=O)/C(C#N)=C\c2cc(OC)c(OCc3ccc(C(=O)O)cc3)cc2Br)cc1,6%,10
CC(=O)c1c(C)nc2ccccc2c1N,?,·
O=C(Cn1cccc1C(=O)c1ccccc1)NCCN1CCOCC1,4%,-1
CC1Cc2cc(/C(O)=C3/C(=O)C(=O)N(CCCn4ccnc4)C3c3ccc(Br)cc3)ccc2O1 (stereo not given),?,·
COc1ccc(NC(=O)C2CCCN(C(=O)c3ccc(Cl)cc3)C2)cc1S(=O)(=O)N(C)C (stereo not given),-20%,-6
CCC1CCCCN1C(=O)CSc1nc2c([nH]c3ccccc32)c(=O)n1C (stereo not given),-1%,-17
Cc1cccc(OCCCC(=O)Nc2ccc(S(=O)(=O)Nc3ncccn3)cc2)c1C,?,·
Cc1cccc(OCC(=O)N(Cc2cccs2)C2CCS(=O)(=O)C2)c1C (stereo not given),?,·
O=C(CCNS(=O)(=O)c1ccccc1)N1CCN(c2ccccc2F)CC1,?,·
CSc1cccc(NS(=O)(=O)c2ccccc2)c1,?,·
COc1cc(C(=O)N2CCN(S(=O)(=O)c3ccc(F)cc3)CC2)cc(OC)c1OC,?,·
Cc1ccc(C(=O)NCCc2nnc3ccc(SCC(=O)Nc4cc(C)on4)nn23)cc1,-1%,-3
c1cnn(Cc2cnc(N3CCOCC3)s2)c1,?,·
Cc1cc(C)c(NC(=O)c2cnn(C)c2)c(C)c1,-1%,6
CCOc1ccccc1N(C)S(=O)(=O)c1ccc2[nH]cc(C(=O)N(CCOC)CCOC)c(=O)c2c1,?,·
O=C(NC(Nc1nc2ccc([N+](=O)[O-])cc2s1)(C(F)(F)F)C(F)(F)F)c1ccccc1,?,·
COc1ccccc1Nc1nc(-c2cccc(N3C(=O)c4ccccc4C3=O)c2)cs1,7%,-1
CC12CCC(C(=O)N(NC(=O)c3cccnc3)C1=O)C2(C)C (stereo not given),?,·
Cn1c(=O)[nH]c(=O)c2c1nc(NCCCO)n2Cc1ccc(F)cc1,7%,-12
Cc1cccc(NC(=O)c2nc[nH]c2C(=O)N[C@@H](CCCCNC(=O)OC(C)(C)C)C(=O)OC(C)(C)C)c1,?,·
Cc1ccc(-c2nn(C)c(=O)c3ccccc23)cc1CO,7%,-1
CC(C(=O)Nc1cccnc1)C1Sc2ccccc2NC1=O (stereo not given),2%,11
COc1ccc(C(C(=O)NC(C)(C)C)N(C(=O)CNC(=O)c2cccs2)c2ccc(C)cc2)cc1OC (stereo not given),1%,12
O=C(NCCn1ccc2ccccc21)c1ccc2c(c1)OCO2,?,·
CCOC(=O)C1=C(C)NC(C)=C(C(=O)OCC)C1C(=O)OCC(=O)c1ccc2c(c1)OCCO2,19%,-24
CN=C(Nc1ccccc1)SC1CC(=O)N(c2cccc(OC)c2)C1=O (stereo not given),i,2
Cc1nn(-c2ccccc2)c(N)c1C1(O)C(=O)N(C)c2ccccc21 (stereo not given),3%,-7
Cn1c(=O)cc(OCC(=O)N2CCN(c3cccc(C(F)(F)F)c3)CC2)c2ccccc21,?,·
COc1ccccc1COCC(O)CN1CCN(S(=O)(=O)c2cccc(F)c2)CC1 (stereo not given),?,·
Cn1c(-c2ccc(F)cc2)cnc1NCc1cccc([N+](=O)[O-])c1,26%,26
CNC(=O)c1ccccc1S(=O)c1ccccc1COC(C)=O (stereo not given),?,·
# The list continues:
SMILES,S3 lipid droplet,S3 lipid droplet cell count max
Cc1ccc(C(=O)CN(C(=O)c2ccc(Cl)cc2)N2C(=O)c3ccccc3C2=O)cc1,?,·
Cc1nc2c(S(=O)(=O)c3ccccc3)cnn2c(C)c1C,?,·
CC(C)(C)c1ccc(C(=O)NCCc2ccccc2)cc1,i,·
O=c1[nH]c(N/N=C\c2ccc(F)cc2)nc2ccccc12,-10%,-15
O=C(CCCn1c(SCC(=O)c2ccc(O)c(O)c2)nc2ccccc2c1=O)NCC1CCCO1 (stereo not given),i,-12
CCc1ccccc1NC(=O)C1CCCN1S(=O)(=O)c1ccc2c(c1)n(C)c(=O)c(=O)n2C (stereo not given),?,·
Cc1cccc(OCc2n[nH]c(=S)o2)c1C,?,·
COc1cc(OC)cc(C(=O)OCn2nnc3ccccc3c2=O)c1,8%,1
CS(=O)(=O)c1ccccc1C(=O)N1CCN(Cc2ccccc2)CC1,?,·
COc1ccc(C2CC(=O)Oc3c(C(CCN4CCN(c5ccccc5)CC4)c4ccc(N(C)C)cc4)c(OC)cc(OC)c32)cc1 (stereo not given),-4%,-14
CC1CCC2CCCCC2N1C(=O)c1cc([N+](=O)[O-])cc([N+](=O)[O-])c1 (stereo not given),?,·
COc1cccc(C(C(=O)NC2CCCC2)N(C(=O)c2ccco2)c2ccc(NC(C)=O)cc2)c1OC (stereo not given),?,·
N#CC1C(C#N)N2CCCN2C1c1ccc(Cl)cc1 (stereo not given),1%,-4
O=C(NC1CCCc2ccccc21)c1cccc(S(=O)(=O)N2CCN(c3ccccc3)CC2)c1 (stereo not given),?,·
COc1ccc(-c2cn(CCO)nc2-c2ccc(OC)cc2)cc1,3%,5
CCCn1c(SCc2cc(=O)oc3ccc4ccccc4c23)n[nH]c1=O,?,·
COc1ccc(NC(=S)NCc2ccco2)c(OC)c1,?,·
CCCCN1C(=O)c2ccc(C(=O)Nc3c(N)n(CCCC)c(=O)n(C)c3=O)cc2C1=O,11%,-11
CCOc1ccc(OCCOC(=O)CNC(=O)c2ccc(Cl)cc2Cl)cc1,28%,16
Cc1ccccc1Oc1ncccc1C(=O)/C(C#N)=C/N(C)C,i,·
C/C(=N\NC(=S)NC1CCCCC1)c1c(F)cccc1F,?,·
CN(Cc1ccccc1)S(=O)(=O)c1ccc(OCC(=O)N2CCC(C(N)=O)CC2)cc1,?,·
Cc1cc(C)n2nc(C(=O)Nc3ccccc3N3CCOCC3)nc2n1,0%,14
CCSc1nnc(SCC(=O)c2c(N)n(C)c(=O)n(C)c2=O)s1,1%,-7
CC(=O)n1c(-c2ccccc2)c(CO)c2ccccc21,-10%,18
Cc1cc(=O)n2nc(N3CCC(C(=O)NCc4ccco4)CC3)sc2n1,i,6
Cc1csc(N(C)C(=O)CSc2nnc(COc3cccc4ccccc34)o2)n1,?,·
O/C(=C\c1nc2ccccc2nc1/C=C(\O)c1ccccc1)c1ccccc1,?,·
CCN(CC)CCNC(=O)c1[nH]c2ccc(OCc3ccccc3)cc2c1C,?,·
COc1ccc([N+](=O)[O-])cc1NC(=O)C(C)OC(=O)C1c2ccccc2Oc2ccccc21 (stereo not given),19%,9

# Profiles from above. Values in the order: S3 lipid droplet, S3 lipid droplet cell count max
# CCSc1nnc(SCC(=O)c2c(N)n(C)c(=O)n(C)c2=O)s1 is entered as 1%, -7
# C/C(=N\NC(=S)NC1CCCCC1)c1c(F)cccc1F is entered as ?, ·

# Next part.
SMILES,S3 lipid droplet,S3 lipid droplet cell count max
Cc1cccc(N2CCN(C(=O)c3ccc4nc(-c5ccco5)c(-c5ccco5)nc4c3)CC2C)c1 (stereo not given),16%,20
CC(=O)Nc1cccc(OCC(=O)NS(=O)(=O)c2ccc(C)cc2)c1,?,·
CCOC(=O)CSc1nc2c(c(=O)[nH]c(=O)n2C)n1CCCc1ccccc1,18%,-1
CCC1CCCCN1CCCNC(=O)c1ccc(CS(=O)(=O)c2ccccc2C)o1 (stereo not given),?,·
O=C(c1ccccc1NS(=O)(=O)c1ccc(F)cc1)N1CCCCC1,i,2
CCc1cccc(NC(=O)COC(=O)C2CCN(c3ccc(C(F)(F)F)cn3)CC2)c1,?,·
CC(=O)Nc1cc[n+](C(C)C(=O)c2ccccc2)cc1 (stereo not given),-11%,12
N#CCC(=O)N/N=C/c1ccc(Sc2nc3ccccc3s2)o1,0%,2
O=C(CN(Cc1ccco1)S(=O)(=O)c1ccccc1)N/N=C/c1ccccc1C(=O)O,?,·
O=C(CC1Sc2ccccc2NC1=O)Nc1cccnc1 (stereo not given),19%,23
O=C(c1ccc(Cn2c(=S)[nH]c3cc4c(cc3c2=O)OCO4)cc1)N1CCN(c2ncccn2)CC1,?,·
CC(NS(=O)(=O)c1ccc(OCC(=O)N2CCOCC2)cc1)c1ccccc1 (stereo not given),-2%,-22
Cc1ccc(S(=O)(=O)N2CCC(C(=O)OC3CCOC3=O)CC2)cc1C (stereo not given),?,·
Cc1ccc2ccccc2c1Cn1c(-n2ccnc2)nc2c1c(=O)n(C)c(=O)n2C,?,·
COC(=O)c1ccc(CSc2nc3ccc(Cl)cc3[nH]2)o1,?,·
COc1cc(C(=O)OC(C)CN2CCCC2)cc(OC)c1OC (stereo not given),?,·
O=C(O)COc1ccc(-c2nccc(-c3ccccn3)n2)cc1,0%,0
O=C(C1CCCO1)N1CCN(C(=S)Nc2ccccc2C(F)(F)F)CC1 (stereo not given),1%,-4
O=[N+]([O-])c1ccc2c(OCc3nnc(-c4ccccc4Br)o3)ncnc2c1,15%,-4

# Entries above that contain an NH in an aromatic ring (14):
SMILES,S3 lipid droplet,S3 lipid droplet cell count max
CCN(C(=O)COC(=O)CCC(=O)c1cccs1)c1c(N)n(Cc2ccccc2)c(=O)[nH]c1=O,?,·
Cc1ccc(/C(O)=C2\C(=O)C(=O)N(CCc3c[nH]c4ccccc34)C2c2cccnc2)cc1 (stereo not given),?,·
Cc1[nH]c2ccc(C(C)C)cc2c1CC(=O)O,?,·
CCC1CCCCN1C(=O)CSc1nc2c([nH]c3ccccc32)c(=O)n1C (stereo not given),-1%,-17
CCOc1ccccc1N(C)S(=O)(=O)c1ccc2[nH]cc(C(=O)N(CCOC)CCOC)c(=O)c2c1,?,·
Cn1c(=O)[nH]c(=O)c2c1nc(NCCCO)n2Cc1ccc(F)cc1,7%,-12
Cc1cccc(NC(=O)c2nc[nH]c2C(=O)N[C@@H](CCCCNC(=O)OC(C)(C)C)C(=O)OC(C)(C)C)c1,?,·
O=c1[nH]c(N/N=C\c2ccc(F)cc2)nc2ccccc12,-10%,-15
Cc1cccc(OCc2n[nH]c(=S)o2)c1C,?,·
CCCn1c(SCc2cc(=O)oc3ccc4ccccc4c23)n[nH]c1=O,?,·
CCN(CC)CCNC(=O)c1[nH]c2ccc(OCc3ccccc3)cc2c1C,?,·
CCOC(=O)CSc1nc2c(c(=O)[nH]c(=O)n2C)n1CCCc1ccccc1,18%,-1
O=C(c1ccc(Cn2c(=S)[nH]c3cc4c(cc3c2=O)OCO4)cc1)N1CCN(c2ncccn2)CC1,?,·
COC(=O)c1ccc(CSc2nc3ccc(Cl)cc3[nH]2)o1,?,·
